High-throughput results (PubChem)
G9a block – blocks human histone lysine methyltransferase G9a | G9a H3K9 monomethylation, AlphaScreen, 2 h | Potency, µM (titrated, usually from 102 µM), for inactives: top-dose activity, negative = inhibition, most hits filed as inhibitors | 350,000 tested, 8.8% active; further: potency means the concentration at half of the fitted maximal effect; on the % scale 0 is the no-effect control and ±100 the full control effect; nearly all actives have a fitted effect of over 75% in size
Target sequence (Q96KQ7 913-1193 limits assumed): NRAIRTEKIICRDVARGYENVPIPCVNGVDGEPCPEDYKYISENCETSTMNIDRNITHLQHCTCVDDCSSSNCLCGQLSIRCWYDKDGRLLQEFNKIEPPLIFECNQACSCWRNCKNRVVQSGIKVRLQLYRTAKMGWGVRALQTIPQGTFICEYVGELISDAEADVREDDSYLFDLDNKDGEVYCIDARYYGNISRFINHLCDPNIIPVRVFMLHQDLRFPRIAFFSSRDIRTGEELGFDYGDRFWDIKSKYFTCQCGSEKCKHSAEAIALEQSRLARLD
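Chemiluminescent proximity detection of H3K9 monomethylation, read after 10 min bead incubation in the dark. Reaction: 20 nM G9a, 500 nM biotin-H3K9 peptide, 20 uM SAM cofactor, 2 h, room temperature, following 15 min enzyme-compound preincubation.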
BAZ2B block – blocks human BAZ2B; Q9UIF8; Potency, µM (series often up to 114 µM), inactives show at the top dose activity change, negative = inhibition, usual class: inhibitors; 360,000 tested, 4.4% active; AlphaScreen BAZ2B-H3K14Ac peptide displacement; AID 504333; further: potency means the concentration at half of the fitted maximal effect; on the % scale 0 is the no-effect control and ±100 the full control effect; nearly all actives have a fitted effect of over 60% in size
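AlphaScreen displacement of biotin-H3(5-23)K14Ac peptide (50 nM final) from BAZ2B (50 nM final) in PBS pH 7.4, 0.01% Tween-20; complex preformed 30 min RT, then compounds (top 110 uM) 30 min RT, beads 20 min dark.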
PI4K2A inh – PI4K2A (human) kinase inhibition. Q9BTU6. purified PI4K2A, ADP-Glo luminescence, 1 h; active compounds read low. activity change, negative = inhibition, % at 76.9 µM. 420,000 tested, 0.13% active; in the data active means activity change below about -50%; inconclusive means mostly about -30% to -49%;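 further: -100% = wells without enzyme as full effect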
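Compounds are screened against recombinant PI4K2A using PI as substrate and ATP, the latter dispensed at 300 microM. Reactions run one hour at ambient temperature before ADP-Glo detection; full inhibition defined by wells lacking enzyme.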
HP1b binding inh – blocks HP1-beta chromodomain binding to methylated histone tails. P83916. Potency, µM (top dose mostly 114 µM), for the others: at the highest dose activity change, negative = inhibition, usual class: inhibitors. AlphaScreen HP1-beta / biotin-H3K9me3 peptide binding. 390,000 tested, 0.56% active; further: potency means the concentration at half of the fitted maximal effect; nearly all actives have a fitted effect of over 70% in size; inactives centre near 23
Target sequence (P83916 whole entry, looked up): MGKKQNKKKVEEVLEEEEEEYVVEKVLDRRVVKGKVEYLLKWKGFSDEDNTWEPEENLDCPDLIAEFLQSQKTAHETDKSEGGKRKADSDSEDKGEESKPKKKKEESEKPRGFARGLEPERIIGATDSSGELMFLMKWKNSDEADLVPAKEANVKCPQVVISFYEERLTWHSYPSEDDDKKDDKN
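Compound inhibition of the preformed complex between 50 nM HP1-beta and 50 nM biotinylated H3K9me3 peptide was read by AlphaScreen. Buffer was PBS pH 7.4 with 0.01% Tween-20. Incubations ran 30 min at room temperature, with 10 ug/mL donor/acceptor beads.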
GLS inhibitor – blocks human kidney-isoform glutaminase activity | O94925 | GLS enzymatic activity, qHTS titration | Potency, µM (doses to about 45.5 µM), inactives show at the highest dose activity change, negative = inhibition, usual class: inhibitors | 410,000 tested, 0.21% active; further: potency means the concentration at half of the fitted maximal effect; on the % scale 0 is the no-effect control and ±100 the full control effect
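Two-point fluorescence kinetic (t0, 30 min RT) for hKGA; glutamate detected via glutamate oxidase–HRP–Amplex Red. Substrate: 1 mM L-glutamine solution; buffer 45 mM KH2PO4, pH 8.2.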
Tb PGK inh – T. brucei PGK inhibition. P07378. PGK/GAPDH coupled, Kinase-Glo luminescence, 60 min. Potency, µM (doses to about 57.5 µM), for inactives: at the top dose activity change, negative = inhibition, most hits filed as inhibitors. 380,000 tested, 0.043% active. AID 602233; further: potency means the concentration at half of the fitted maximal effect; on the % scale 0 is the no-effect control and ±100 the full control effect; nearly all actives have a fitted effect of over 60% in size
Target sequence (P07378 whole entry, looked up): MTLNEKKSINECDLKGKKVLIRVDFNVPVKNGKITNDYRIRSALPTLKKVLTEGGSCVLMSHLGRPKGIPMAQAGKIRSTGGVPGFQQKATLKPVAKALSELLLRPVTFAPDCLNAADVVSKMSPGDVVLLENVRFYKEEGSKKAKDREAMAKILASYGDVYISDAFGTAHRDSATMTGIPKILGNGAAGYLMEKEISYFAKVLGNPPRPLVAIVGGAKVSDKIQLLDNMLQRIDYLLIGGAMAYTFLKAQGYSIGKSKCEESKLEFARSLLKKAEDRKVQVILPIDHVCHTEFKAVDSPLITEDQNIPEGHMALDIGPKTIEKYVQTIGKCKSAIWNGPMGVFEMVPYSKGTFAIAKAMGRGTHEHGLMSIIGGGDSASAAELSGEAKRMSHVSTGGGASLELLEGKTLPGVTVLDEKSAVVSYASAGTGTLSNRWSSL
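Luminescent ATP detection (Kinase-Glo Plus) follows a 60-minute room-temperature incubation, with wells lacking PGK as controls. Buffer: 100 mM TEA (pH 7.6), 5 mM MgCl2, 0.01% Tween-20. Coupling enzyme GAPDH (100 nM final) supplies unstable 1,3-BPG in-well.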
Pin1 inhibitor – inhibitors of human Pin1 | Pin1 FP peptide displacement, HiFluor488, 10 min | AID 504891 | Potency, µM (doses to about 115 µM), without a hit: at the highest dose activity, negative = inhibition, most hits filed as inhibitors | 390,000 tested, 0.009% active | Q13526; active means well fitted inhibition curve with a large enough effect in the polarisation, with a control signal flat, not every such curve was filed as active; inconclusive means small, poorly fitted or top-dose-only effect, or effect the other way, or a change in a side signal; inactive means no such curve, though single readings can be large or run the other way; the % refers to the polarisation; further: potency means the concentration at half of the fitted maximal effect; on the % scale 0 is the no-effect control and ±100 the full control effect
Target sequence (Q13526 whole entry, looked up): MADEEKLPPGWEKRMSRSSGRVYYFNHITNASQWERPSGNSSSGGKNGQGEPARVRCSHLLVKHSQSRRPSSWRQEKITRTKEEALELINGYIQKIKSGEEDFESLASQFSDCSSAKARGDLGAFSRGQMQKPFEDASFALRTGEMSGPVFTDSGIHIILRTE
JMJD2A Tudor inh – blocks the human JMJD2A Tudor domain; O75164; AlphaScreen JMJD2A-Tudor / H3K4me3 peptide binding; Potency, µM (highest dose often 114 µM), for the others: top-dose activity change, negative = inhibition, usual class: inhibitors; 390,000 tested, 4.4% active; AID 504339; further: potency means the concentration at half of the fitted maximal effect; on the % scale 0 is the no-effect control and ±100 the full control effect; nearly all actives have a fitted effect of over 50% in size
POLH inh – inhibitors of human DNA polymerase eta; Potency, µM (titrated, usually from 114 µM), without a hit: at the top dose activity change, negative = inhibition, actives largely listed as inhibitors; 390,000 tested, 1.2% active; Q9Y253; AID 588591; recombinant Pol eta, fluorescent DNA replication assay; further: potency means the concentration at half of the fitted maximal effect; on the % scale 0 is the no-effect control and ±100 the full control effect
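Pol eta at 10 nM preincubated with compounds 15 min at room temperature; reaction started with fluorescent substrate (50 nM final) and read kinetically at 0 and 10 min.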
Active calls of the source: *; i = inactive; ? = inconclusive; nt = no result given; [ ] = dose if it differs, or a comment. Unless noted, the call rests on the fitted dose curve; in most records, active means well fitted curve in the direction sought with a large enough effect; inconclusive means small, poorly fitted or top-dose-only effect, or another doubt; inactive means no such curve, though single readings can be large; an effect the other way counts as inactive or inconclusive. A portion of the library, so the mix of outcomes need not match the whole.

SMILES	G9a block	BAZ2B block	PI4K2A inh	HP1b binding inh	GLS inhibitor	Tb PGK inh	Pin1 inhibitor	JMJD2A Tudor inh	POLH inh
O=C(NCc1ccc(F)cc1F)Nc1cnccc1C(F)(F)F	8.5%[12.7 µM]	-0.4%	5.1	61.1%[activator]	-7.7%	nt	-1.2%	5.0%	-19.9%
COc1cccc(OCC(=O)N2CCCc3ccccc32)c1	7.1%	-11.4%	2.1	28.2%	-15.2%	i	2.7%	1.4%	-7.3%
C#CCOCCOCCOCCNc1nc(N2CCN(C(=O)CCCCCCCCCCNC(=O)[C@@H](CCSC)n3cc(CCO)nn3)CC2)nc(N2CCN(C(=O)CCCCCCCCCCNC(=O)[C@H]([C@@H](C)CC)n3cc(CCCCN=C(N)N)nn3)CC2)n1	1.5%[2.33 µM]	50.1µM*	1.6	?	-12.4%	6.7%	?	39.8µM*	79.4µM*
CCOc1ccc(CNS(=O)(=O)c2ccc3c(c2)CCCN3C(C)=O)cc1	4.7%[59 µM]	7.4%	0.6	19.5%[57 µM]	0.7%	-2.2%	-2.0%	-6.5%	-19.9%
Cc1ccc(S(=O)(=O)Nc2cc(C(=O)NCCN3CCCC3)ccc2N2CCCCC2)cc1	43.7%[0.501 µM]	-34.8%	-8.8	5.2%	23.5%	-4.0%	12.4%	-31.2%	-8.9%
COc1ccccc1/C=C/c1nc(C#N)c(N2CCN(c3ccccc3)CC2)o1	-45.6%[59 µM]	?	-4.1	-8.6%	-1.4%	i	8.6%	-13.8%	-16.2%
CC1=C(C(=O)N(C)C)CC(CC(=O)NCc2cccs2)C(=O)N1Cc1ccccc1 (centres undefined)	nt	nt	5.8	nt	-2.6%	-1.6%	nt	nt	-10.4%
O=C(Cn1nc(Cc2ccncc2)c2ccccc2c1=O)N1CCc2ccccc2C1	?	-5.9%	-29.9	22.7%	2.8%	-5.7%	9.0%	-32.9%	-7.3%
COc1ccc(/C=C/CN2CCC(n3nccc3NC(=O)C3CC3)CC2)cc1	17.4%	-10.5%[57.1 µM]	2.2	61.2%[activator]	-0.1%	0.5%	-3.2%	-6.8%	-10.5%
O=C(NCc1ccccc1)N1CCNCC1	11.8%[0.501 µM]	6.1%	0.4	49.3%[activator]	-4.6%	i	-19.4%	-5.4%	-4.8%
CCN1CCN(c2ccc(S(=O)(=O)N3CCCCC3)cc2NC(=O)COc2cc(C)ccc2Cl)CC1	10µM*	79.4µM*	1.1	-27.4%	7.3%	4.4%	16.9%	?	-29.7%
O=C(COc1coc(CN2CCc3ccccc3C2)cc1=O)Nc1cccc(Cl)c1	?	-1.6%	-2.7	19.1%	-8.4%	-4.4%	2.9%	-15.1%	-17.5%
Cc1ccc(SCC(=O)NCc2cccnc2)cc1	8.9%[59 µM]	5.6%	0.7	17.4%	-0.5%	-0.9%	-4.0%	-12.6%	-2.9%
CCC1=NN2C(=N)/C(=C\c3cccn3-c3ccc(C)c(C)c3)C(=O)N=C2S1	-33.0%	-22.2%	-0.8	14.3%	-0.6%	-5.8%	34.7%[activator]	?	?
Cc1ccc(S(=O)(=O)N(C)CC(=O)N2CCN(Cc3ccc4c(c3)OCO4)CC2)cc1	-3.8%[59 µM]	3.2%	-3.5	-21.1%	10.0%	i	-6.3%	-17.7%	-13.3%
CC(C)(C)n1nc2c(c1NC(=O)c1ccc(Br)o1)CS(=O)C2 (centres undefined)	?	1.1%	2.4	84.2%[activator]	-10.2%	0.7%	-0.4%	1.4%	-0.8%
O=C1NC(=Nc2ccccc2Cl)S/C1=C\c1cc([N+](=O)[O-])ccc1O	35.5µM*	?	-6.6	15.9%	?	-6.1%	?	?	79.4µM*
CC(C)c1c(C(=O)N/N=C/c2c[nH]c3ccccc23)nnn1-c1nonc1N	nt	?	-3.5	37.6%	34.0%[activator]	-7.5%	-0.3%	21.8%	-2.9%
OC(CN1CCCCCC1)CN(c1ccccc1)c1ccccc1 (centres undefined)	-17.0%	-15.0%	7.7	3.2%	18.6%	-2.6%	4.7%	-27.9%	-26.4%
O=C(Nc1ccc(C(=O)N2CCOCC2)cc1)c1cnn2c(C(F)F)cc(-c3ccccc3)nc12	-6.6%	-34.6%	-1.9	44.6%[activator]	-0.2%	-7.3%	8.6%	6.2%	-12.4%
CCCc1nn2cc(-c3ccc(C)c(C)c3)nc2s1	-2.2%[59 µM]	7.7%	-5.7	54.3%[activator]	-10.1%	-11.5%	7.9%	-13.8%	-2.9%
COc1ccccc1N(CC(=O)NCCSc1ccc(Cl)cc1)S(C)(=O)=O	-2.0%	5.0%	-0.6	16.9%	3.5%	-3.9%	-1.3%	-3.5%	-18.4%
O=C(O)/C=C/C(=O)Nc1ccc(Cc2ccc(NC(=O)/C=C/C(=O)O)cc2)cc1	44.7µM*	-29.5%	2.2	19.9%	2.9%	1.4%	-3.8%	-9.7%	-18.4%
NS(=O)(=O)c1ccc(-n2cccc2C=O)cc1	1.0%	0.0%	4.8	-3.6%	3.8%	-9.8%	0.3%	-16.7%[57.1 µM]	-18.8%
N#CC1(NC(=O)COC(=O)C23CC4CC(CC(O)(C4)C2)C3)CCCCC1	20.2%	-10.7%	3.1	17.8%	0.0%	-11.3%	-9.4%	-18.1%	-20.5%

As entered above.
Pin1 inhibitor result of COc1ccc(/C=C/CN2CCC(n3nccc3NC(=O)C3CC3)CC2)cc1 = -3.2%
PI4K2A inh result of CCCc1nn2cc(-c3ccc(C)c(C)c3)nc2s1 = -5.7
HP1b binding inh result of CCOc1ccc(CNS(=O)(=O)c2ccc3c(c2)CCCN3C(C)=O)cc1 = 19.5%[57 µM]

Next section.
SMILES	G9a block	BAZ2B block	PI4K2A inh	HP1b binding inh	GLS inhibitor	Tb PGK inh	Pin1 inhibitor	JMJD2A Tudor inh	POLH inh
Cc1cc2c(cc1C)-c1nnnn1C(C)(C)C2	-1.0%[12.7 µM]	1.0%	4.3	38.4%	-2.3%	20.6%	1.1%	-0.7%	-2.0%
CCN(CC)CCNC(=O)c1c(C)oc2ncnc(N3CCOCC3)c12	-1.1%[59 µM]	10.5%[57.1 µM]	-2.9	36.0%	3.5%	-6.4%	-5.3%	7.4%	15.9%
O=C(CSCc1cccc(F)c1)N1CCN(c2ccccc2)CC1	-34.3%[12.7 µM]	-3.5%	2.8	36.1%	2.2%	i	3.7%	-16.0%	-16.4%
COC(=O)c1ccc(NC(=O)N2CCc3c([nH]c4ccccc34)C2c2ccc(C)cc2)cc1 (centres undefined)	-38.8%[59 µM]	?	4.1	-9.6%	-11.3%	nt	14.3%	?	nt
O=C(NC1CCCCC1)c1cc(-c2ccccc2Cl)on1	8.2%	-2.9%	2.9	6.7%	-11.0%	4.1%	1.4%	0.7%	-0.6%
Cc1ccnc(SCC(=O)Nc2sc3c(c2C#N)CCC(C(C)(C)C)C3)n1 (centres undefined)	6.8%[59 µM]	-3.5%	-3.5	17.3%	1.0%	3.5%	?	-13.1%	-13.6%
CSc1nc(N)nc(SCCS(=O)(=O)c2ccc(Cl)cc2)c1C#N	-13.1%[59 µM]	11.2%	10.2	8.6%	-2.4%	-7.6%	4.4%	-18.6%	-1.0%
CCCNc1nc2nc3ccccn3c(=O)c2cc1C(=O)NCCN1CCOCC1	-15.2%	3.3%	0.7	4.0%	0.0%	i	1.6%	-11.4%	-5.2%
O=C(NCc1ccccc1)C(c1ccccc1F)N(CC1CCCO1)C(=O)c1ccccn1 (centres undefined)	9.1%	1.0%	-2.5	10.5%	2.9%	-5.3%	-10.6%	-3.2%	-9.1%
CCC(=O)Nc1ccc(-c2csc(NNC(C)=O)n2)cc1	14.1µM*	-27.2%	-3.2	23.9%	-26.7%	-0.2%	14.3%	-8.4%	7.5%
CO/N=C(/CS(=O)(=O)c1ccc(C)cc1)c1ccc(OC)cc1	?	-31.5%	5.7	44.6%[activator]	-0.7%	-4.3%	-4.1%	0.0%[57.1 µM]	-23.2%
COC(=O)c1c(NC(=O)CSc2nnc(CNc3ccc(Cl)cc3)o2)sc(C)c1C	26.9%[12.7 µM]	-5.1%	3.2	-0.8%	15.3%	-8.8%	35.5%[activator]	-28.2%	-10.6%
COc1ccc(Cc2nnc(SCC(=O)N(c3ccccc3)C(C)C)n(N)c2=O)cc1	1.3%	-34.9%	5.5	10.8%	1.4%	-6.5%	0.4%	-33.8%	-20.7%
Cc1ccc2nc(NC(=O)CN3C(=O)NC4(CCCCC4)C3=O)sc2c1	-1.1%[2.33 µM]	6.3%	5.0	14.3%	-0.1%	-14.9%	7.1%	-4.8%	-11.7%
O=C(Nc1ccc(Cl)c(C(=O)N2CCOCC2)c1)c1ccccc1	44.7µM*	0.7%	-2.4	31.7%	-11.2%	3.0%	-0.4%	-3.9%	-24.5%
COc1ccc2nc(Nc3sc4c(c3C(N)=O)CCCC4)sc2c1	3.16µM*	?	-4.4	22.4µM*	-31.0%	-6.3%	39.6%[activator]	?	-11.6%
CCOC(=O)C1CCCN(C(=O)C2COc3ccccc3O2)C1 (centres undefined)	nt	nt	0.3	25.8%	-4.1%	-3.0%	-6.9%	-10.1%	-13.4%
COc1cc(C(=O)N/C(=C\c2cn(C)c3ccccc23)C(=O)NCCN2CCOCC2)cc(OC)c1OC	nt	-22.8%	-0.2	27.5%	8.8%	-8.6%	9.2%	-27.6%	2.3%
O=C(NCc1ccco1)c1cccc2c1C(=O)c1ccc(N3CCC(Cc4ccccc4)CC3)cc1S2(=O)=O	nt	nt	4.0	29.8%	-3.8%	-1.7%	?	-20.1%	-14.2%
